Source: PubChem BioAssay
DRD3 antagonist = blocks the human D3 dopamine receptor | AID 652054 | hit rate 2.5% among 360,000 | max response, negative = inhibition, % | P35462 | D3R cells, DiscoveRx beta-arrestin luminescence, antagonist mode; hits give low values; in the data active = max response below about -50%; inconclusive = no clear call, values can overlap the other calls; also: % is scaled to controls: 0 for no effect and ±100 for the full control effect; mostly tested at two doses, the higher about 12 µM
Target sequence (P35462 whole entry, looked up): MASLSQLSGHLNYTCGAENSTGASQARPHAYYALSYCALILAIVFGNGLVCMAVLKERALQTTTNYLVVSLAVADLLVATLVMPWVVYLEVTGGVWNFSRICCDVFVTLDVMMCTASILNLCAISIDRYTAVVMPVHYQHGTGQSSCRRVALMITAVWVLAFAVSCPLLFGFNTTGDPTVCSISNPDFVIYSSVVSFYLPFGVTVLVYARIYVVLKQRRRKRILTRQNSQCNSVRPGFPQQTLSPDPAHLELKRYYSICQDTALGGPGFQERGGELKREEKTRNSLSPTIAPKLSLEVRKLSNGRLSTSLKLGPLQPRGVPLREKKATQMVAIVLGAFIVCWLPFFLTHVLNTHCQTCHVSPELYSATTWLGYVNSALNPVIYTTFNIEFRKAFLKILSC
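Cells expressing the human receptor were seeded at 1500 cells/well, incubated overnight at 37 degrees C in 5% CO2, then exposed to library compounds with dopamine controls for 90 minutes at 37 degrees C before luminescent detection.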
aSyn rescue = inhibitors of alpha-synuclein toxicity in yeast; Yeast expressing alpha-synuclein, growth rescue, BacTiter-Glo, 24 h; Potency, µM (series often up to 46.1 µM), for the others: top-dose growth rescue (activation), usual class: activators; hit rate 0.14% among 370,000; also: potency is read from the fitted curve at half-maximal effect; % of control where 0% means no effect; nearly all actives have a fitted effect of over 65% in size
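Readout is rescue of growth in alpha-synuclein-expressing yeast, so inhibitors of toxicity appear as activators. Growth after 24 hr at 30 deg C in galactose medium is quantified by luminescence.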
GLP1R ag = agonists of human GLP-1 receptor. HEK293 GLP-1R CRE-luciferase, luminescence, 4-6 h; cells express a hypersensitive GLP-1R form. Potency, µM (top dose mostly 45.6 µM), inactives show at the top dose activation, hits mostly activators. hit rate 0.007% among 380,000; also: potency is read from the fitted curve at half-maximal effect; % of control where 0% means no effect
GLP-1R inv ag = inverse agonists of human GLP-1 receptor | P43220 | HEK293 GLP-1R CRE-luciferase, luminescence, 24 h; GLP-1R form is constitutively active | Potency, µM (series often up to 38.3 µM), for inactives: at the top dose activity change, negative = inhibition, actives largely listed as inhibitors | hit rate 1.6% among 410,000 | AID 624417; also: potency is read from the fitted curve at half-maximal effect; % is scaled to controls: 0 for no effect and ±100 for the full control effect; nearly all actives have a fitted effect of over 55% in size
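Cells are plated, allowed 12 hours at 37 deg C, then treated with compounds for 24 hr before luciferase detection reagent is added and luminescence is read after 12 min at room temperature. The HEK293 line carries constitutively active GLP-1R with a cAMP-responsive reporter.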
Akt phos inh = blocks phosphorylation of Akt. AID 651550. activity change, % for hits at 50 µM. hit rate 0.32% among 360,000. Neuro2A IGF-stimulated pAkt S473 HTRF, 20 min; hits give low values; in the data active = activity change below about -80%; inconclusive = mostly about -51% to -80%; also: % is scaled to controls: 0 for no effect and ±100 for the full control effect
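Neuro2A cells (4,500/well, DMEM with 0.5% FBS) were treated with compound at a single 50 µM final concentration, stimulated with 6 nM IGF for 20 min at 37 °C, and lysed. Phospho-Akt Ser473 was read by HTRF as 665/615 ratio ×10^4.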
Abeta yeast res = compounds reversing amyloid beta toxicity in yeast | hit rate 0.063% among 410,000 | AID 1347071 | yeast expressing A-beta42, growth rescue, OD600, 48 h; response scale: 0% DMSO, 100% iron-clioquinol control | Potency, µM (titrated, usually from 46.1 µM), inactives show at the top dose growth rescue, hits mostly activators; also: potency is read from the fitted curve at half-maximal effect; nearly all actives have a fitted effect of over 55% in size
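Growth rescue measured by 600 nm absorbance after 48 h yeast culture at 30 C with compound. Values normalized between DMSO and an equimolar ferric chloride plus clioquinol control.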
FUS suppressor = rescues growth of FUS-expressing yeast | hit rate 0.24% among 390,000 | Potency, µM (highest dose often 76.6 µM), without a hit: at the top dose growth rescue (activation), actives largely listed as activators | S. cerevisiae FUS-expressing, growth rescue, OD600, 24 h;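 also: potency is read from the fitted curve at half-maximal effect; plate controls were DMSO vehicle for no effect and reference control for full effect; nearly all actives have a fitted effect of over 55% in size; some results filed as inactive show a strong effect at the top dose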
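Compound concentration series was pinned onto galactose-induced FUS-expressing yeast seeded at OD 0.005. Plates sat 24hr at 30C; absorbance at 600 nm gave growth. DMSO served as background control.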
PTHR1 ag = PTHR1 (human) receptor agonism; AID 743266; Q03431; hit rate 0.075% among 410,000; Potency, µM (series often up to 115 µM), without a hit: top-dose activation, hits mostly activators; HEK293 GP2 PTHR1 cells, GloSensor cAMP luminescence, 1 h; also: potency is read from the fitted curve at half-maximal effect; nearly all actives have a fitted effect of over 55% in size; some results filed as inactive show a strong effect at the top dose; inactives centre near -15; many of its hits are not listed in these tables
Target sequence (Q03431 whole entry, looked up): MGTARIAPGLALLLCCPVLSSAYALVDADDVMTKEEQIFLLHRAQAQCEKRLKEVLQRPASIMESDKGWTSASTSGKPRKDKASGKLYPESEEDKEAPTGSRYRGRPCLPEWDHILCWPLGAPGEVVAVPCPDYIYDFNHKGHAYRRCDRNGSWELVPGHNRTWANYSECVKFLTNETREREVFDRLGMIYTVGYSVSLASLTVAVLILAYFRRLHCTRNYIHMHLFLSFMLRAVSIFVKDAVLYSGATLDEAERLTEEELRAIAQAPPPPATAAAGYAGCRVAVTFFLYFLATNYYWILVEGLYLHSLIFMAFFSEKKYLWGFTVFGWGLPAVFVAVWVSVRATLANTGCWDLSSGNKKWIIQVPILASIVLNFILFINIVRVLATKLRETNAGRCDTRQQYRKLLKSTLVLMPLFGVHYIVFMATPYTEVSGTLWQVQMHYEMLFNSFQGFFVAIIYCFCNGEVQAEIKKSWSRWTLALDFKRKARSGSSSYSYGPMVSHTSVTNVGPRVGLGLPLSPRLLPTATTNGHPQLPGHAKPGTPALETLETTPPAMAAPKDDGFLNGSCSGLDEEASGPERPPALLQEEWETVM
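HEK-293-derived GP2 cells expressing PTHR1 and a GloSensor cAMP reporter, 3,000/well, plated overnight, given luciferin plus IBMX (each 0.5 mM as added) for 1 h at 37 °C, then compound for 1 h at 37 °C. Luminescence was read after 15 min at room temperature.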
TDP43 rescue = TDP-43 toxicity inhibition in yeast. TDP-43 expressing yeast growth rescue, BacTiter-Glo, 24 h. Potency, µM (doses to about 46.1 µM), inactives show at the top dose growth rescue (activation), usual class: activators. hit rate 1.8% among 410,000. AID 652104; also: potency is read from the fitted curve at half-maximal effect; % of control where 0% means no effect; nearly all actives have a fitted effect of over 50% in size
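In this qHTS, compounds that restore growth of yeast expressing TDP-43 appear as activators. Cells (OD600=0.02, galactose medium, raffinose-pregrown) are incubated with compound 24 hr at 30 deg C and growth is quantified by BacTiter-Glo.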
Active calls of the source: *; i = inactive; u = inconclusive; x = not tested or not shown; & = joins results of further samples; [ ] = another dose, or the depositor's remark. Unless noted, calls follow the shape of the dose curve; as a rule, active = well fitted curve in the direction sought with a large enough effect; inconclusive = small, poorly fitted or top-dose-only effect, or another doubt; inactive = no such curve, though single readings can be large; an effect the other way counts as inactive or inconclusive. Not all compounds are listed, so the mix of outcomes need not match the whole.

SMILES	DRD3 antagonist	aSyn rescue	GLP1R ag	GLP-1R inv ag	Akt phos inh	Abeta yeast res	FUS suppressor	PTHR1 ag	TDP43 rescue
CCOC(=O)c1cc(-c2ccccc2C)nn1Cc1cc(C)no1	-6.9	1.8%	7.0%	0.5%	i	-13.2%	-8.1%	-39.6%[inhibitor]	16.7%
COc1ccc(-c2nn3c(-c4ccc(F)cc4)nnc3s2)cc1	11.1	3.6%	u	96.5%[activator]	i	-13.8%	6.9%	i	5.6%
NCc1ccccc1COc1ccccc1	12.5	-0.8%	2.1%	u	i	1.2%	3.6%	i	-6.8%
Cc1sc(N)nc1-c1ccc2c(c1)OCCO2	13.1	-0.3%	-3.4%	8.3%	i	-10.3%	-10.9%	i	6.4%
Fc1ccccc1C1c2cccn2CCN1C(=S)Nc1cccc(Br)c1 (stereo unspecified)	-4.1	-0.3%	-0.7%	-7.7%	i	-3.8%	-14.3%	i	-13.2%
CCN1C(=O)[C@H]2[C@@H](c3ccc(-c4ccc(Cl)c(Cl)c4)cc3)N[C@@](Cc3ccccc3)(C(=O)OC)[C@H]2C1=O	0.3	6.7%	3.2%	u	i	8.4%	4.1%	i	6.7%
COc1ccc(N(CC(=O)NCCC2=CCCCC2)S(C)(=O)=O)cc1	17.2	2.3%	-2.8%	0.0%	i	24.3%	19.9%	22.0%[57.5 µM]	-0.1%
O=C(Nc1ccccc1)N1C2CCC1CC(O)(c1cccnc1)C2 (stereo unspecified)	-14.5	0.5%	-10.5%	0.1%	i	-9.3%	11.3%	i	-19.6%
O=C(NC1CCC(O)CC1)c1ccc(-c2ccc(Cl)cc2)o1 (stereo unspecified)	-9.9	0.0%	0.8%	u	i	-4.9%	7.4%	-15.9%	6.6%
CCc1ccc(-c2cc(C(=O)Nc3ccc(S(=O)(=O)NC(C)=O)cc3)c3ccccc3n2)cc1	-93.5*	-1.9%	1.1%	-25.6%	i	-12.4%	31.5%	-24.5%[57.5 µM]	-3.5%
COC1CCN(C(=O)c2cc(COc3ccc(-n4cncn4)cc3)on2)CC1	-1.0	-0.7%	-1.2%	11.4%	i	6.2%	-5.4%	-22.8%	12.0%
C[C@@H](NC(=O)[C@@H]1Cc2ccccc2CN1)C(=O)Nc1ccc2c(c1)OCO2	17.3	2.6%	-4.8%	0.6%	i	-5.9%	26.0%	i	16.0%
CCc1cc(C(=O)N2CCCC(CO)(Cc3ccc(F)cc3)C2)n(C)n1 (stereo unspecified)	-11.4	-1.5%	-5.1%	0.6%	i	-14.3%	15.2%	-38.6%[inhibitor]	6.6%
Cc1c(Cl)cccc1NC(=S)N(Cc1cccnc1)Cc1ccccc1Cl	-4.3	u	10.0%	11.2µM*	i	-39.5%[inhibitor]	29.0%	i	18.1%[9.22 µM]
CN1CCC(NC(=S)Nc2cccc([N+](=O)[O-])c2)CC1	-10.7	0.0%	1.2%	u	i	-0.8%	-26.0%	-0.8%	8.6%
CC1=C(C(=O)Nc2cc(Cl)ccc2C)C(c2sccc2C)n2ncnc2N1 (stereo unspecified)	x	0.4%	-4.0%	-11.7%	x	-5.4%	-1.5%	i	24.6%
COc1ccc(-c2noc(COc3cc(C)c(Br)c(C)c3)n2)cc1OC	x	x	x	18.2%	x	-10.7%	-18.5%	i	2.0%
CCCn1c(SC(C)C(=O)NC2CC2)nnc1-c1ccncc1 (stereo unspecified)	-11.5	-12.1%	-3.8%	-2.2%	i	-4.9%	-5.8%	-19.2%	-5.1%
CN1CCN(C(=S)c2cn(CCOc3ccccc3F)c3ccccc23)CC1	u	-4.4%	23.8%	7.1%[0.307 µM]	i	16.4%	14.8%	i	10.0%
Cc1cccc(C)c1Nc1nnc(SC(C)C(=O)Nc2c(C)n(C)n(-c3ccccc3)c2=O)s1 (stereo unspecified)	0.0	-11.1%	3.2%	-10.9%	i	11.4%	29.7%	-17.6%	-29.6%
CC(C)CC(C(=O)OCC(=O)c1c(N)n(C)c(=O)n(C)c1=O)N1C(=O)C2CC=CCC2C1=O (stereo unspecified)	-5.8	-1.8%	6.8%	44.9%[activator]	i	16.9%	19.8%	i	3.5%
Cc1nc(SCC(=O)Nc2ccc(CN3CCCC3)cc2)c2c(C)c(C)sc2n1	u	-5.0%	6.8%	u	i	-1.6%	x	i	13.7%
CCOC(=O)C1CCCc2c1[nH]c1c(C(N)=O)cccc21 (stereo unspecified)	3.7	7.1%	-0.2%	-11.4%	i	0.1%	-8.6%	i	1.9%
Cc1ccc(C)n1-c1nnc(N2CCCC(C(=O)NCc3cccc(Cl)c3)C2)s1 (stereo unspecified)	x	x	x	u	x	-8.8%	11.6%	-36.2%[inhibitor]	16.4%
CN1CCN(c2cccc3c2S(=O)(=O)N[C@H](Cc2ccccc2)CO3)CC1	0.0	-12.3%	7.3%	3.2%	i	-23.2%	-13.7%	6.6%	6.3%
O=C(NCc1ccc(Cl)cc1)C1CCN(C(=O)c2ccc(Cl)cc2)CC1	0.0	-1.9%	-1.3%	u	i	19.9%	22.4%	-12.8%	-20.7%
COc1ccc(Nc2cc(C(=O)NCc3cccs3)c3ccccc3n2)cc1	x	x	x	-9.2%	x	-1.9%	0.3%	i	29.6%
Clc1cccc(NC2=NCCC2)c1	-9.1	8.9%	-9.6%	5.9%	x	7.7%	-18.4%	i	6.8%
COc1nc(N2CCOCC2)nc(-n2cccc2)n1	39.4	4.0%	10.8%	49.9%[activator]	i	-16.7%	12.6%	i	-8.8%
CCOc1ccc(-c2nonc2NC(=O)COc2ccccc2)cc1	x	x	x	12.0%	x	4.5%	5.7%	-10.3%	0.5%[9.22 µM]
O=C1N/C(=N/NC(=O)c2cccc3ccccc23)S/C1=C\c1ccccc1OCc1ccccc1	-58.6*	-1.5%	-0.2%	u	i	2.0%	36.8%	i	0.0%
CCn1c(SCC(=O)Nc2cc(C)on2)nc2c(c1=O)SC(C)C2 (stereo unspecified)	14.5	-1.7%	2.4%	4.7%	i	8.6%	-4.5%	-18.9%[57.5 µM]	-6.6%
COc1ccc2c(c1)C(CC(=O)NN)CCC2 (stereo unspecified)	-15.0	-2.9%	17.6%	u	i	-2.8%	27.1%	-6.8%	-30.9%[inhibitor]
COc1ccc(Nc2cc(C(=O)NC3CCC(C)CC3)c3ccccc3n2)cc1OC (stereo unspecified)	x	x	x	1.5%	x	-2.4%	-4.8%	-22.9%	25.0%
Cc1c(Cl)cccc1NC(=O)Nc1cnccn1	-4.9	-3.5%	-3.6%	-21.2%	i	-5.0%	-6.5%	-4.8%	7.9%
Cc1ccc(OCCNC(=O)CNC(=O)c2ccc3c(c2)OCO3)cc1	11.3	2.3%	7.7%	13.2%	i	4.3%	-12.0%	i	0.0%
CC1(C)C2([N+](=O)[O-])CN(CCO)CC1([N+](=O)[O-])CN(CCO)C2	-17.1	-2.4%	-2.4%	2.0%	i	-7.4%	37.5%	-4.8%[57.5 µM]	-3.1%
CCCCN1C(=O)C(CC(=O)NCCCN(C)C)CC(C(=O)N(C)C)=C1C (stereo unspecified)	-22.4	-1.6%	-3.6%	7.0%	i	-3.6%	1.4%	i	19.9%
CCOc1ccc(NC(=O)CCNS(=O)(=O)c2ccc3c(c2)oc(=O)n3C)cc1	-9.0	-2.7%	-4.7%	4.7%&18.1%	i	-5.7%&2.3%	43.2%&9.1%	i	-3.3%&16.8%
CCN(CC)CCNCC(O)(c1ccc(Cl)cc1)c1ccc(Cl)cc1	-60.3*	-5.6%	0.5%	8.91µM*	i	14.3%	23.0%	i	-21.4%
O=c1c2c3nc4ccccc4nc3n(Cc3ccccc3)c2ncn1Cc1ccco1	u	5.8%	-3.9%	-25.9%	i	11.8%	u	-19.6%[57.5 µM]	17.9%
O=C(c1cccc(S(=O)(=O)NCc2ccccc2)c1)N1CCN(c2ccccc2Cl)CC1	3.9	10.9%	12.8%	u	i	13.2%	u	-35.7%[inhibitor]	24.3%
O=S1(=O)CCN2C(c3ccc4c(c3)CCCC4)=CSC2=N1	57.2	-3.5%	2.1%	4.5%	i	5.2%[9.22 µM]	-10.1%	-7.4%	-10.2%
Cc1oc(-c2ccccc2F)nc1CS(=O)CC(=O)NC(C)C (stereo unspecified)	x	x	x	2.4%	x	4.7%	-15.4%	i	0.0%
Cc1oc2c(c1C(=O)NCCCC(=O)O)CCCC2	-8.2	11.2%	1.7%	1.6%	i	7.6%	-9.8%	i	-15.9%
O=S(=O)(c1ccc2c(c1)OCCO2)N(Cc1ccc(F)cc1)Cc1nnc(-c2cccs2)o1	-1.7	2.2%	0.1%	u	i	12.9%	6.1%	i	27.3%
CCCc1cc(C(=O)OC)c(NC(=O)c2cc(C)on2)s1	2.5	1.8%	0.3%	-3.4%	i	9.6%	-2.7%	-8.4%	17.5%
COc1ccc(OC)c(/C=C/C(=O)OCC(=O)Nc2ccc3c(c2)OCCO3)c1	-12.3	-6.0%	8.1%	6.1%	i	-20.1%	x	-30.4%	9.3%
CCCC(C)(C)C(=O)N1CCC1(C)C(=O)Nc1cccc(OC)c1 (stereo unspecified)	16.6	4.3%	-3.2%	u	i	-5.0%	31.2%	-22.3%	u

Just aSyn rescue and Abeta yeast res (2 entries from above):
canonical_smiles | aSyn rescue | Abeta yeast res
O=S(=O)(c1ccc2c(c1)OCCO2)N(Cc1ccc(F)cc1)Cc1nnc(-c2cccs2)o1 | 2.2% | 12.9%
CCCC(C)(C)C(=O)N1CCC1(C)C(=O)Nc1cccc(OC)c1 (stereo unspecified) | 4.3% | -5.0%
